# Compound activity from PubChem.
# INS-1E GSIS act: primary screen for activators of insulin secretion dependent on glucose, INS-1E cells, GLuc reporter luminescence | AID 743287 | INS-1E GLuc reporter insulin secretion, 2-3 h | 370,000 tested, 0.61% active | activation, % at 16.6 µM;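 active = lowest replicate activation of at least 40%, so every replicate reaches that level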;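 note: 0% = median of neutral control wells and 100% = median of IBMX positive control wells; some compounds called inactive have numbers as strong as hits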
# C2C12 statin: suppressors of simvastatin-induced myotoxicity in C2C12 myotubes. ATP luminescence, 48 h; scaled: DMSO 0, geranylgeraniol control 100. rescue of ATP level, % at 7.49 µM. 330,000 tested, 0.78% active. AID 602340;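 active = mean ATP rescue above about 67%, or every replicate alone reaching that limit, limit read from the data, passing the limit was not always enough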;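 note: myotubes were challenged with 10 µM simvastatin during compound exposure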
# FN deposition inh: fibronectin deposition inhibition; AH1F fibroblasts, Alexa488-fibronectin deposition fluorescence, overnight; 350,000 tested, 0.086% active; inhibition, % at 12.6 µM;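 active = mean inhibition across replicates of 30% or more, regardless of how many single replicates reach that level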;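 note: positive control wells lacked labelled fibronectin entirely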
#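 Test system: AH1F fibroblast monolayer depositing Alexa488-labelled fibronectin into matrix. Input: 10000 cells per well. Technique: fluorescence, ex 485 nm, em 525 nm. Buffer or medium: DMEM plus 2% serum, read in PBS. Timing: 1 h cell adhesion before compound, then overnight fibronectin incubation. Compound: single dose, pinned. Read-out basis: inhibition from reduced deposited-fibronectin fluorescence.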
# PglD DTNB: PglD (C. jejuni) enzyme inhibition; purified PglD enzyme, DTNB colorimetric CoA detection; inhibition, % at 12.5 µM; 360,000 tested, 0.098% active; AID 602405; in the data active = inhibition above about 16%, passing the limit was not always enough; note: strong numbers were not always called active
# PGC1a acetyl inh: modulators of PGC1a acetylation | U2OS PGC1a acetylation, AlphaScreen anti-acetyl-lysine; with virally co-expressed GCN5 acetyltransferase | inhibition, % at 15.6 µM | 350,000 tested, 0.17% active | AID 651687;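 active = every replicate shows inhibition of at least 40%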;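 note: 0% = neutral control wells and 100% = positive control wells; some results beyond the cut were filed as inactive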
# Cneo AK release: Cryptococcus neoformans lysis via adenylate kinase release. C. neoformans lysis, adenylate kinase release luminescence, 4 h; normalised: neutral wells 0, clomiphene wells 100. 360,000 tested, 0.2% active. lysis activity, % at 15 µM. AID 651654;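 active = mean lysis activity across replicates of at least 80%, whatever share of replicates individually reach that level; inactive = mean lysis activity below 80%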
#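 Material – log-phase Cryptococcus neoformans yeast cells · Input – 5 × 10^6 yeast cells/mL · Medium – fresh YPD growth medium · Doses – single compound concentration per well · Timing – static 4 h at 37 °C with compound, 1 h detection · Detection – adenylate kinase release luminescence · Read-out – signal increase indicating cell lysis · Control set – Clomiphene as positive lysis control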
# F508del corr: correctors of CFTR F508del function in bronchial epithelial cells | CFBE cells, YFP halide quenching; stimulated with forskolin plus potentiator P3; % fluorescence drop versus neutral controls | activity (quench increase), % at 7.58 µM | 350,000 tested, 0.36% active | AID 720511;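 active = mean added fluorescence quench of at least 8% versus neutral control, with both replicates also reaching 8%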;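 note: cells transiently co-express mutant CFTR-F508del with the halide-sensitive YFP; corrector assay measuring rescue of mutant channel to the surface after 24 h compound exposure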
# miR-122 sensor: miR-122 inhibition in Huh7 cells | activation (reporter increase), % at 12.5 µM | Huh7 miR-122 Renilla luciferase sensor, 48 h; neutral wells = 0, positive control = 100 | 340,000 tested, 0.3% active;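 active = mean replicate activation score at least 90 and every replicate individually at or above 90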;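 note: higher luciferase means less miR-122 activity so hits act as miR-122 inhibitors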
# * marks the source's active call; other numbers are inactive results; . = no result given; & = joins results of further samples; [ ] = another dose, or the depositor's remark. Rows are unselected. About 2.1% of those tested had a hit in this group.
no. | SMILES | INS-1E GSIS act | C2C12 statin | FN deposition inh | PglD DTNB | PGC1a acetyl inh | Cneo AK release | F508del corr | miR-122 sensor
1 | NC(=O)C1CCN(c2nc(-c3ccc4occc(=O)c4c3)cs2)CC1 | 15 | -25 | 3 | -4 | 1 | 5 | 2.2 | -2
2 | COc1ccccc1N(C)S(=O)(=O)c1ccc(C(=O)Nc2nnc(C)s2)cc1 | 7 | -1 | 3 | 1 | . | 3 | 0.4 | 3
3 | COc1cccc(S(=O)(=O)N2C[C@H](O)COC[C@H]3O[C@H](CC(=O)N4CCOCC4)CC[C@@H]32)c1 | 11 | 3 | 2 | 3 | -4 | -1 | -0.9 | -3[16.7 µM]
4 | CCCCOC(=O)C(C)Nc1n[nH]c(=O)[nH]c1=O (stereo unspecified) | 3 | -6 | . | 1 | 3 | -3 | . | 2
5 | Cc1noc(C)c1NC(=O)Nc1ccc2c(c1)C(=O)N([C@@H](C)CO)C[C@H](C)[C@@H](CN(C)Cc1ccccc1)OCCCC[C@@H](C)O2 | -2 | . | 6 | 5 | -8 | 13 | 0.9 | -3[16.7 µM]
6 | COC(=O)c1cc(/C=C/c2ccccc2)[nH]n1 | -8 | -3 | 2 | 7 | 0 | -1 | -2.7 | -2
7 | CCCOC(=O)c1c(NC(=O)C2CCCO2)sc(C(=O)OC)c1C (stereo unspecified) | . | . | -10 | -4 | -9 | 4 | 1.1 | -5
8 | CCOc1ccc(C(=O)NCCCN(CC)CC)cc1 | . | 7 | . | -1 | 5 | 0 | . | 0
9 | C[C@@H]1CN([C@H](C)CO)C(=O)c2ccccc2-c2ccccc2CO[C@@H]1CN(C)S(=O)(=O)c1ccc([N+](=O)[O-])cc1 | 1 | . | -11 | . | -13 | . | 0.4 | .
10 | C[C@@H]1CCCCO[C@@H](CN(C)CC2CCCCC2)[C@@H](C)CN([C@@H](C)CO)C(=O)c2cc(NC(=O)CCCN(C)C)ccc2O1 | 5 | -70 | . | -2 | 2 | 0 | 0.6 | -5[16.7 µM]
11 | CCOc1cccc(Oc2ncccc2C(=O)/C(C#N)=C/N(C)C)c1 | 13 | -8 | 8 | 1 | -3 | -5 | . | 3
12 | CCOC(=O)C1=C(CS(=O)(=O)c2ccccc2)NC(=O)NC1c1ccccc1OC (stereo unspecified) | . | -1 | 6 | 4 | -18 | 7 | 0.3 | -1
13 | COc1ccc(NC(=O)N(C)C[C@@H]2Oc3ccc(NS(=O)(=O)c4ccc(OC)cc4)cc3CC(=O)N([C@@H](C)CO)C[C@@H]2C)cc1 | 26 | -8 | . | -2 | 0 | -1 | 2.2 | 1[16.7 µM]
14 | CC(C)(C)C(=O)CN1C(=O)NC(c2ccccc2)(c2ccccc2)C1=O | 0 | 0 | -3 | 1 | 6 | 2 | 0.1 | 5
15 | Cn1c(=O)c2[nH]c(CNCc3ccccc3Cl)nc2n(C)c1=O | . | 4 | . | 6 | 27 | 1 | . | -4
16 | COc1ccc(S(=O)(=O)Nc2ccc3c(c2)C(=O)N([C@H](C)CO)C[C@H](C)[C@@H](CN(C)C(=O)c2ccncc2)OCCCC[C@@H](C)O3)cc1 | 18 | . | . | 2 | 4 | -4 | 1.7 | 3[16.7 µM]
17 | CN1C(=O)c2cc(NC(=O)NC3CCCC3)ccc2OC[C@@H]2O[C@H](CC(=O)NCC3CC3)CC[C@H]21 | 5 | -36 | 1 | -2 | 5 | -3 | 1.1 | -20[16.7 µM]
18 | O=C(NCc1ccc(N2CCCC2=O)cc1)c1cn(Cc2ccccc2)nn1 | . | 1 | 2 | -2 | -6 | 1 | . | -10
19 | COc1cc(C(=O)NCC(c2cccs2)N2CCc3ccccc32)cc(OC)c1OC (stereo unspecified) | -9 | 7 | -1 | 4 | . | -2 | 6.4 | .
20 | C[C@@H](NC(=O)[C@@H]1Cc2ccccc2CN1C(=O)OC(C)(C)C)C(=O)NCC1CCCO1 (stereo partly specified) | -8 | 2 | 3 | -1 | 7 | 0 | -0.2 | 0
21 | Cc1c(Cl)cccc1NC(=O)CN1CCC(NC(=O)C2CCCCC2)CC1 | . | 4 | . | -2 | 7 | 0 | . | 4
22 | COc1cccc(S(=O)(=O)N[C@H]2CC[C@H](CCn3cc(-c4ccccc4OC)nn3)O[C@H]2CO)c1 | 19 | 13 | 4 | -2 | 9 | 50 | -1.2 | .
23 | CC1(C)Cc2cccc(OCC(=O)Nc3ccccc3F)c2O1 | 6 | 0 | 8 | 2 | 0 | 7 | -0.5 | .
24 | O=S(=O)(c1c(F)cccc1F)C1CCN(S(=O)(=O)c2ccc3c(c2)OCCO3)CC1 | 15 | -14 | 7 | 3 | -11 | 3 | -0.3 | 56
25 | Cn1c(C=O)c(C#CC(C)(C)O)c2ccccc21 | -17 | -4 | -8 | 7 | -4 | 1 | -1.1 | 6
26 | O=C(C[C@H]1CC[C@@H]2[C@H](COC[C@@H](O)CN2S(=O)(=O)c2ccc(F)cc2)O1)NCc1ccc(Cl)c(Cl)c1 | -18 | -13 | 2 | 0 | 0 | 1 | -0.7 | 1[16.7 µM]
27 | COc1ccc2ccccc2c1/C=N/O | 14 | -5 | . | -4 | 7 | -13 | . | -6
28 | Nc1ccc(NC(=O)Nc2ccc(N)cc2)cc1 | 1 | -12 | -2 | -4 | . | 2 | 1.0 | .
29 | CCC(C)(C)n1nnnc1C(c1cccnc1)N1CCN(c2cccc(C(F)(F)F)c2)CC1 (stereo unspecified) | . | . | -7 | -4 | -18 | -5 | . | -8
30 | CC(C)(C)[C@@H]1C=C(C(=O)N2CCN(Cc3ccccc3)CC2)O[C@H](OCc2ccc(CO)cc2)C1 | -19 | 38 | 5 | -5 | -20&-7 | -2&-4 | -1.0&0.8 | -2

# Structural class, the compounds so far with a thiophene ring, fused or not (two)
no. | SMILES | INS-1E GSIS act | C2C12 statin | FN deposition inh | PglD DTNB | PGC1a acetyl inh | Cneo AK release | F508del corr | miR-122 sensor
7 | CCCOC(=O)c1c(NC(=O)C2CCCO2)sc(C(=O)OC)c1C (stereo unspecified) | . | . | -10 | -4 | -9 | 4 | 1.1 | -5
19 | COc1cc(C(=O)NCC(c2cccs2)N2CCc3ccccc32)cc(OC)c1OC (stereo unspecified) | -9 | 7 | -1 | 4 | . | -2 | 6.4 | .

# From no. 1 as far as 5, copied from above:
no. | SMILES | INS-1E GSIS act | C2C12 statin | FN deposition inh | PglD DTNB | PGC1a acetyl inh | Cneo AK release | F508del corr | miR-122 sensor
1 | NC(=O)C1CCN(c2nc(-c3ccc4occc(=O)c4c3)cs2)CC1 | 15 | -25 | 3 | -4 | 1 | 5 | 2.2 | -2
2 | COc1ccccc1N(C)S(=O)(=O)c1ccc(C(=O)Nc2nnc(C)s2)cc1 | 7 | -1 | 3 | 1 | . | 3 | 0.4 | 3
3 | COc1cccc(S(=O)(=O)N2C[C@H](O)COC[C@H]3O[C@H](CC(=O)N4CCOCC4)CC[C@@H]32)c1 | 11 | 3 | 2 | 3 | -4 | -1 | -0.9 | -3[16.7 µM]
4 | CCCCOC(=O)C(C)Nc1n[nH]c(=O)[nH]c1=O (stereo unspecified) | 3 | -6 | . | 1 | 3 | -3 | . | 2
5 | Cc1noc(C)c1NC(=O)Nc1ccc2c(c1)C(=O)N([C@@H](C)CO)C[C@H](C)[C@@H](CN(C)Cc1ccccc1)OCCCC[C@@H](C)O2 | -2 | . | 6 | 5 | -8 | 13 | 0.9 | -3[16.7 µM]

# Exported as labelled records: part of the list above
[5] Cc1noc(C)c1NC(=O)Nc1ccc2c(c1)C(=O)N([C@@H](C)CO)C[C@H](C)[C@@H](CN(C)Cc1ccccc1)OCCCC[C@@H](C)O2
  INS-1E GSIS act: -2	C2C12 statin: .	FN deposition inh: 6	PglD DTNB: 5	PGC1a acetyl inh: -8	Cneo AK release: 13	F508del corr: 0.9	miR-122 sensor: -3[16.7 µM]

[6] COC(=O)c1cc(/C=C/c2ccccc2)[nH]n1
  INS-1E GSIS act: -8	C2C12 statin: -3	FN deposition inh: 2	PglD DTNB: 7	PGC1a acetyl inh: 0	Cneo AK release: -1	F508del corr: -2.7	miR-122 sensor: -2

# Pulled by structure from the list above, two records:
no. | SMILES | INS-1E GSIS act | C2C12 statin | FN deposition inh | PglD DTNB | PGC1a acetyl inh | Cneo AK release | F508del corr | miR-122 sensor
25 | Cn1c(C=O)c(C#CC(C)(C)O)c2ccccc21 | -17 | -4 | -8 | 7 | -4 | 1 | -1.1 | 6
1 | NC(=O)C1CCN(c2nc(-c3ccc4occc(=O)c4c3)cs2)CC1 | 15 | -25 | 3 | -4 | 1 | 5 | 2.2 | -2
